Screens: PubChem, National Center for Advancing Translational Sciences (NCATS)
Menin MLL FP TR: displaces Texas Red mutant MLL peptide from human menin | O00255 | Menin + Texas Red MLL mutant peptide, fluorescence polarization | Potency, µM (top dose mostly 61.6 µM), inactives show at the highest dose FP activity change, negative = inhibition, most hits filed as inhibitors | 270,000 tested, 0.23% active | AID 1768; active means well fitted inhibition curve with a large enough effect in the polarisation, with a control signal flat, not every such curve was filed as active; inconclusive means small, poorly fitted or top-dose-only effect, or effect the other way, or a change in a side signal; inactive means no such curve, though single readings can be large or run the other way; the % refers to the polarisation; further: potency means the concentration at half of the fitted maximal effect; % of control where 0% means no effect; many of its hits are not listed in these tables
hERG WT inh: blocks the wildtype human KCNH2 potassium channel; Q12809; U2OS, BacMam KCNH2, thallium flux FluxOr; active compounds read low; activity change, % at 1.84 µM; 340,000 tested, 0.37% active;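 active means maximum activity change below -70%; inconclusive means maximum activity change between -70% and -50%; inactive means maximum activity change above -50%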; further: on the % scale 0 is the no-effect control and ±100 the full control effect
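U2OS cells were transduced with wild-type KCNH2 virus (2.03 x 10^8 / mL) for 4 h at room temperature, then cultured overnight at 37 C. Thallium flux was read with FluxOr dye. Rate constants were normalized to DMSO controls.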
GALK inh: galactokinase (human) inhibition; 270,000 tested, 0.007% active; Potency, µM (titrated, usually from 57.5 µM), inactives show top-dose activity change, negative = inhibition, hits mostly inhibitors; Purified GALK, Kinase-Glo residual ATP luminescence; P51570; AID 1868; further: potency means the concentration at half of the fitted maximal effect; on the % scale 0 is the no-effect control and ±100 the full control effect
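ATP-depletion format; final 35 uM ATP, 100 uM D-galactose, 5 nM enzyme; pH 8.0 HEPES/Mg2+ buffer; 60 min RT; luminescence read 10 min after detection reagent.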
USP2a block: inhibitors of human ubiquitin-specific protease USP2a; 330,000 tested, 0.01% active; Potency, µM (top dose mostly 38.3 µM), for inactives: at the top dose activity change, negative = inhibition, most hits filed as inhibitors; O75604; USP2 core, Ub-CHOP2 coupled fluorogenic reporter, 485/531;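 further: potency means the concentration at half of the fitted maximal effect; plate controls were DMSO wells for no effect and full inhibition by NEM control for full effect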
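USP2 core (10nM final) preincubated 30min RT with compound in 20mM Tris-HCl pH 8.0, 2mM CaCl2, 2mM beta-mercaptoethanol, 0.05% CHAPS; 25nM Ub-CHOP2 plus 25nM reporter substrate added, fluorescence (Ex485/Em531) read after 60min.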
TRPV1 agonist: human TRPV1 agonism | Q8NER1 | TRPV1-expressing cells, Fluo-8 calcium influx, agonist mode | activation, % at 8.33 µM | 320,000 tested, 0.19% active | AID 540275; in the data active means activation above about 80%; inconclusive means between about 30% and that limit; further: 0% is about no effect
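Cells expressing TRPV1 were dye-loaded with Fluo-8 and read kinetically: 10 s baseline, 3 min after compound (agonist portion), then 2 min after EC20 capsaicin (allosteric enhancer portion). Calcium-bound dye fluorescence at 480/520 nm.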
CXXC DNA block: blocks binding of human MLL CXXC domain to DNA | MLL-CXXC / FITC-HOXA9 DNA fluorescence polarization | Potency, µM (series often up to 115 µM), for the others: at the top dose activity change, negative = inhibition, most hits filed as inhibitors | Q03164 | 290,000 tested, 0.037% active; active means well fitted inhibition curve with a large enough effect in the polarisation, with a control signal flat, not every such curve was filed as active; inconclusive means small, poorly fitted or top-dose-only effect, or effect the other way, or a change in a side signal; inactive means no such curve, though single readings can be large or run the other way; the % refers to the polarisation; further: potency means the concentration at half of the fitted maximal effect
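Fluorescence polarization: 7 uM MLL-CXXC (stock) preincubated 5 min with compounds, then 50 nM fluorescein-HOX-A9 DNA (stock) added; 30 min ambient. Buffer 50 mM Tris-HCl pH 7.5, 50 mM NaCl, 1 mM DTT, 0.05% BSA.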
B2AR arrestin: agonists driving beta-arrestin recruitment to human beta2-adrenergic receptor; beta-arrestin recruitment to beta2AR, cell-based reporter; 330,000 tested, 0.02% active; AID 492947; Potency, µM (highest dose often 46.1 µM), for inactives: top-dose activation, hits mostly activators; P07550;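 further: potency means the concentration at half of the fitted maximal effect; 0% = DMSO controls and full agonism = EC100 isoproterenol or metaproterenol; nearly all actives have a fitted effect of over 65% in size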
Target sequence (P07550 whole entry, looked up): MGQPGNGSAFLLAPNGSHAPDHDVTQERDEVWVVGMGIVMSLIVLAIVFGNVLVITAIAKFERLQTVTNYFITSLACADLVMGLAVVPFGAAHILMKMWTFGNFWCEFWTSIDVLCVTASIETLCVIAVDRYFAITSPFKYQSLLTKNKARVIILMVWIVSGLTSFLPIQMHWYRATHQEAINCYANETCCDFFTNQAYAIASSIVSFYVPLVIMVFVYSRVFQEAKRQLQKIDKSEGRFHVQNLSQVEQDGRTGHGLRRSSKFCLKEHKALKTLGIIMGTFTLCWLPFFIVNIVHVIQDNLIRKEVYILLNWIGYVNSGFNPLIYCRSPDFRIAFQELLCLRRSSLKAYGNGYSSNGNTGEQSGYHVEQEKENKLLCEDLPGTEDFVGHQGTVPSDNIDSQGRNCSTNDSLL
KCNH2 3.1 inh: inhibitors of human KCNH2 3.1 potassium channel isoform | AID 720553 | U2OS KCNH2 3.1, thallium flux FluxOr; active compounds read low | 340,000 tested, 0.95% active | activity change, % (tested at about 1.8 µM);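 active means maximum activity change below -70%; inconclusive means maximum activity change from -70% to -50%; inactive means maximum activity change above -50%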;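 further: thallium influx rate constant from kinetic fluorescence after stimulation buffer; on the % scale 0 is the no-effect control and ±100 the full control effect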
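Kinetic fluorescence (2 min after stimulation buffer) measures Tl+ influx through KCNH2 3.1 expressed by viral transduction in U2OS cells; the rate constant is normalized against DMSO controls serving as positive and negative references.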
FBPA coupling cs: coupling enzyme interference in Giardia aldolase counter-screen. coupling enzyme system counterscreen, AmpLite Red fluorescence. 290,000 tested, 0.67% active. activity change, negative = inhibition, % at 58.2 µM, hits read low. AID 2472; in the data active means activity change below about -30%; further: on the % scale 0 is the no-effect control and ±100 the full control effect
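Counterscreen of the coupled detection system alone, without aldolase: glyceraldehyde-3-phosphate coupling enzymes plus AmpLite Red readout. Compounds at 57.5 uM final, 10 min RT preincubation, 20 min RT reaction, fluorescence 525/598 nm.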
Giardia killer: kills Giardia lamblia | Giardia lamblia trophozoite viability | activity change, % at 7.66 µM, hits read low | 340,000 tested, 0.15% active; in the data active means activity change below about -80%; inconclusive means between about -30% and that limit;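 further: parasites exposed to compound for two days anaerobically before the ATP read; on the % scale 0 is the no-effect control and ±100 the full control effect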
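ATP-content bioluminescence gauges trophozoite survival. Cells (100/well) receive compound and incubate anaerobically for 48 hrs at 37 deg C; detection reagent follows for 15-30 min at room temperature.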
PKM2 act: increases activity of human pyruvate kinase M2; Potency, µM (doses to about 57.5 µM), for inactives: at the top dose activation, actives largely listed as activators; purified PKM2, Kinase-Glo ATP luminescence, activation; response scale: 0% is enzyme alone, no compound; P14618; 260,000 tested, 0.34% active; further: potency means the concentration at half of the fitted maximal effect; on the % scale 0 is the no-effect control and ±100 the full control effect; nearly all actives have a fitted effect of over 55% in size
Target sequence (P14618 whole entry, looked up): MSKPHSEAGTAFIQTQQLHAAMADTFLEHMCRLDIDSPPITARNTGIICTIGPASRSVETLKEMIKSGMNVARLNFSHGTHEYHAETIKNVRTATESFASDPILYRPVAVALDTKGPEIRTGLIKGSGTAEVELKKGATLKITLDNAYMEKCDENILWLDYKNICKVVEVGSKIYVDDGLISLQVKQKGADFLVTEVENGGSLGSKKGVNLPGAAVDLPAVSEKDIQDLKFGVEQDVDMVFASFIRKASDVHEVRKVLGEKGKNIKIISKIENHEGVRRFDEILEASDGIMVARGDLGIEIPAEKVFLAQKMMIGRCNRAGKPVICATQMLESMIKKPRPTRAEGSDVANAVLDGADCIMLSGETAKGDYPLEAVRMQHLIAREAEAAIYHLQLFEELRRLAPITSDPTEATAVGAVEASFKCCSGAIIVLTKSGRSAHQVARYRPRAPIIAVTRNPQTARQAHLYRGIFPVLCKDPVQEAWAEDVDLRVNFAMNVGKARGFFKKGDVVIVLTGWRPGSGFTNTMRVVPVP
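hPK-M2, >95% pure; 0.1 mM ADP / 0.5 mM PEP final; imidazole pH7.2 buffer w/ 7 mM MgCl2, 50 mM KCl; 1 h RT; Kinase-Glo lum. Intermediate enzyme activity for dual inhibitor/activator qHTS.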
Active calls of the source: *; ? = inconclusive; · = not tested or not shown; [ ] = another dose, or the depositor's remark. Unless noted, the call rests on the fitted dose curve; in most records, active means well fitted curve in the direction sought with a large enough effect; inconclusive means small, poorly fitted or top-dose-only effect, or another doubt; inactive means no such curve, though single readings can be large; an effect the other way counts as inactive or inconclusive. An excerpt; rates above refer to the full screens.

SMILES,B2AR arrestin,KCNH2 3.1 inh,CXXC DNA block,PKM2 act,hERG WT inh,USP2a block,Menin MLL FP TR,Giardia killer,FBPA coupling cs,TRPV1 agonist,GALK inh
COCc1cc(Sc2ccc(OC)cc2)nc(-c2ccccc2)n1,0.2%,5.2,6.2%,·,-3.9,-1.2%,4.7%,-1.3,7.7,-0.1,8.8%
COc1ccc(C)cc1NC(=O)COC(=O)c1ccc2c(c1)OCCO2,-0.2%,-2.4,·,·,-0.5,1.1%,·,14.3,·,4.1,·
Cc1ccc(S(=O)(=O)Nc2cccc3c2O[C@H](CN(C)C(=O)Nc2cccc4ccccc24)[C@H](C)CN([C@H](C)CO)C3=O)cc1,-1.0%,2.7,·,·,-2.2,-0.4%,·,0.8,·,·,·
O=C(Nc1nc(-c2ccccn2)cs1)C1CCCC1,13.7%,-20.2,0.6%,0.0%,-2.9,0.5%,10.9%,-11.9,0.8,28.9,2.9%
COc1ccc(C(=O)NNC(=O)c2ccccc2[N+](=O)[O-])cc1Br,-0.6%,-17.0,4.1%,4.0%,19.8,0.7%,15.4%,-7.8,-0.7,3.5,1.8%
c1ccc(-c2ccc(CNC3CC3)cc2)cc1,-1.0%,-13.7,-3.5%,·,24.4,-1.0%,?,1.4,2.4,8.9,-1.5%
COC(=O)c1ccccc1NC(=S)NC(NC(=O)c1ccco1)C(Cl)(Cl)Cl (stereo unspecified),-0.2%,20.9,-1.7%,0.8%,-9.3,-1.0%,-22.5%,15.1,2.2,5.5,-5.0%
Clc1cccc(N/N=C/c2ccc(N3CCOCC3)cc2)c1,3.3%,-43.5,3.8%,-7.5%,0.4,1.9%,?,-0.8,-1.4,1.4,·
COc1ccc(Cc2nc3ccc(C(=O)N(C)Cc4nccs4)cc3o2)cc1OC,-0.9%,-0.1,6.8%,·,-2.4,1.7%,·,14.2,·,0.8,0.4%
CC1CCN(S(=O)(=O)c2ccc(C(=O)Nc3nnc(-c4ccncc4)o3)cc2)CC1,0.1%,·,-2.8%,-1.6%,-7.2,-0.2%,?,-0.2,8.8,-0.4,-1.5%
O=C(NNC(=O)c1ccccc1[N+](=O)[O-])c1cnccn1,-0.2%,-5.9,-5.8%,-17.1%,-30.5,1.5%,-1.5%,-3.7,-2.3,-0.5,0.8%
COc1ccccc1N1CCN(S(=O)(=O)c2c(C)[nH]c(C)c2C(=O)N2CCCCC2)CC1,-0.3%,4.3,5.9%,·,3.1,-0.3%,-10.7%,4.0,1.0,-0.4,5.9%
CCOc1ncccc1C(=O)NNC(=O)c1ccc(NS(=O)(=O)c2cccs2)cc1,-0.2%,10.6,·,·,-2.0,-1.5%,·,10.0,·,5.8,·
O=C1Cc2ccccc2N1c1ccccc1,-0.5%,6.7,1.5%,-12.7%,-4.6,0.0%,2.7%,-17.1,2.7,8.0,-0.5%
Cc1nc2c(C)c(C)c(C)c(C)c2nc1C,0.4%,-4.1,0.1%,-7.5%,-2.0,1.1%,·,8.6,-0.1,1.8,1.9%
O=C(O)c1c(Cl)c(Cl)c(Cl)c(Cl)c1C(=O)N1CCCCCC1,-1.1%,-22.3,-1.9%,-2.6%,-16.0,4.7%,4.0%,-5.1,13.3,4.2,2.2%
Cc1ccc(C(=O)NC(NCC2CCCO2)C(Cl)(Cl)Cl)cc1 (stereo unspecified),-0.9%,-2.0,11.8%,7.2%,8.4,-3.3%,8.3%,-2.4,3.4,5.0,-2.2%
Cc1ccccc1N(C(=O)c1ccccn1)C(C(=O)NCc1ccccc1)c1ccncc1 (stereo unspecified),-0.5%,6.6,-6.1%,·,7.1,2.1%,-16.1%,4.5,-7.1,-3.5,-0.1%
Cc1nc2ccccc2c2oc(C(=O)NC3CC3)cc12,5.8%,-27.7,11.7%,-2.0%,9.9,-2.5%,-11.6%,-6.8,-2.3,1.3,1.2%
Cc1ccc(NC(=O)c2ccc3nc[nH]c3c2)cc1C,-0.3%,17.2,-4.5%,-2.0%,2.8,0.6%,-0.5%,2.9,-0.6,?,-2.2%
O=C(NCC(=O)N1CCN(c2ccccc2O)CC1)c1ccco1,-0.8%,-10.2,11.2%,-0.7%,-2.0,-1.1%,5.7%,26.4,-0.8,2.9,-1.5%
CCOC(=O)c1oc2ccccc2c1NC(=O)CN1CCN(C)CC1,0.4%,1.8,-8.5%,-1.1%,7.9,1.5%,-1.3%,-4.5,0.9,0.4,6.3%
COc1ccc(Cl)c2sc(N3CCN(C(=O)C4=COCCO4)CC3)nc12,-0.3%,-5.4,·,·,-10.3,-1.6%,·,-7.3,·,15.3,·
Cn1c(CO)cnc1SCc1ccc([N+](=O)[O-])cc1,-0.5%,-2.3,-2.6%,4.4%,-7.6,0.3%,·,-21.7,0.5,·,-6.1%
Cc1nc2n[nH]c(N)c2c2c1COC(C)(C)C2,-1.0%,1.0,-1.2%,-4.0%,1.9,-0.7%,0.2%,-15.6,7.1,-3.5,3.5%
NC(=O)NC(=O)COC(=O)c1sc2ccccc2c1Cl,0.1%,14.1,0.8%,2.3%,-15.2,2.0%,·,-2.9,-1.4,·,-4.2%
OCCC1CN(Cc2ccc3cc(Cl)ccc3n2)CCN1Cc1ccsc1 (stereo unspecified),-0.2%,?,-1.1%,3.6%,29.8,0.3%,-27.8%,-9.9,-0.1,-2.2,0.3%
CCc1ccccc1NC(=O)c1ccc(F)c(S(=O)(=O)N2CCC(C(N)=O)CC2)c1,-0.5%,17.7,-4.5%,-2.6%,27.5,2.5%,16.6%,-7.6,-0.5,-1.1,2.3%
Cc1cc(C)cc(N(CC(=O)Nc2cccc(C)c2C)S(=O)(=O)c2c(C)[nH]c(=O)[nH]c2=O)c1,-0.5%,-16.9,-3.1%,·,-1.8,5.6%,·,-0.3,·,1.2,0.4%
O=C(/C=N/O)NCCCN1CCCCCC1,0.1%,-18.3,-12.7%,-0.4%,17.0,-0.1%,-14.1%,13.5,-1.3,-6.9,0.4%
COCCN(C(=O)c1ccccc1)c1nc(-c2ccc(OC)cc2)cs1,-1.0%,24.2,0.1%,-0.1%[11.5 µM],-5.9,-0.7%,35.5%[activator],-23.1,-4.7,3.8,-3.4%
COc1ccc(C)cc1NC(=O)C1CCCCN1S(=O)(=O)c1ccccc1 (stereo unspecified),0.1%,-1.6,·,·,-8.8,0.1%,·,?,·,·,·
COCc1[nH][nH]c(=O)c1C=Nc1ccc(F)cc1F,0.4%,-10.8,6.9%,1.6%,-10.4,1.9%,-6.1%,-1.7,0.9,-1.8,0.1%
C[N+]1(CCOC(=O)C2(c3ccccc3)CCCC2)CCCCC1,0.1%,-6.0,10.9%,-0.5%,-2.2,-4.5%,-4.4%,-7.1,3.0,-1.4,-0.8%
Cc1ccc(C)c(COC(=O)c2cc([N+](=O)[O-])ccc2N2CCOCC2)c1,-0.5%,-7.6,·,·,4.2,-1.8%,·,0.9,·,5.1,·
Cc1ccc(NC(=S)N2CCN(S(C)(=O)=O)CC2)cc1,0.2%,1.6,5.0%,-1.8%,-4.9,1.3%,-2.8%,-12.7,2.1,10.6,5.2%
CC1=C(C(=O)Nc2ccc(F)cc2)C(c2ccc(C)o2)C2=C(CC(C)(C)CC2=O)N1 (stereo unspecified),-0.1%,-14.7,-5.3%,-12.5%,-3.8,1.2%,8.8%,-18.7,-2.3,0.1,-1.1%
Cc1c(C(=O)N2CCCCC2)c(S(=O)(=O)Nc2ccc(F)cc2F)c(C)n1C,-0.3%,18.1,0.0%,·,10.7,3.4%,-9.2%,10.6,0.7,-1.0,-5.0%
CCOC(=O)c1c(C(=O)OCC)c(C)n(CCc2ccc(OC)c(OC)c2)c1C,-1.1%,-0.9,4.9%,0.2%,11.8,3.2%,-6.0%,-1.1,-2.9,-1.9,·
CC(C)Sc1cc(N2CCOCC2)nc(-c2ccc(Cl)cc2)n1,-0.6%,0.5,-0.1%,7.0%,1.8,2.7%,-27.0%,10.3,0.0,19.8,-2.5%
